# High-throughput results (PubChem BioAssay)
# CIT2 TOR yeast – yeast TOR pathway CIT2-GFP modulation. S. cerevisiae CIT2-GFP strain, flow cytometry, 3 h; 100 means same as DMSO wells. 320,000 compounds, 0.065% hits. GFP response vs DMSO, % at 10 µM;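 active = GFP response relative to DMSO above a set limit, near the screen mean plus 3 SD, cut at about 150% in these data; inconclusive = Fewer than 70 cells measured for a yeast strain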;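 also: ratio of well median GFP fluorescence to mean of DMSO wells on the plate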
# AHR act – human AHR activation | activation, % at 5 µM | 320,000 compounds, 2.5% hits | P35869 | AHR-responsive luciferase reporter cells, luminescence; in the data active = activation above about 47%;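 also: 0% = vehicle wells and 100% = reference agonist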
# Target sequence (P35869 whole entry, looked up): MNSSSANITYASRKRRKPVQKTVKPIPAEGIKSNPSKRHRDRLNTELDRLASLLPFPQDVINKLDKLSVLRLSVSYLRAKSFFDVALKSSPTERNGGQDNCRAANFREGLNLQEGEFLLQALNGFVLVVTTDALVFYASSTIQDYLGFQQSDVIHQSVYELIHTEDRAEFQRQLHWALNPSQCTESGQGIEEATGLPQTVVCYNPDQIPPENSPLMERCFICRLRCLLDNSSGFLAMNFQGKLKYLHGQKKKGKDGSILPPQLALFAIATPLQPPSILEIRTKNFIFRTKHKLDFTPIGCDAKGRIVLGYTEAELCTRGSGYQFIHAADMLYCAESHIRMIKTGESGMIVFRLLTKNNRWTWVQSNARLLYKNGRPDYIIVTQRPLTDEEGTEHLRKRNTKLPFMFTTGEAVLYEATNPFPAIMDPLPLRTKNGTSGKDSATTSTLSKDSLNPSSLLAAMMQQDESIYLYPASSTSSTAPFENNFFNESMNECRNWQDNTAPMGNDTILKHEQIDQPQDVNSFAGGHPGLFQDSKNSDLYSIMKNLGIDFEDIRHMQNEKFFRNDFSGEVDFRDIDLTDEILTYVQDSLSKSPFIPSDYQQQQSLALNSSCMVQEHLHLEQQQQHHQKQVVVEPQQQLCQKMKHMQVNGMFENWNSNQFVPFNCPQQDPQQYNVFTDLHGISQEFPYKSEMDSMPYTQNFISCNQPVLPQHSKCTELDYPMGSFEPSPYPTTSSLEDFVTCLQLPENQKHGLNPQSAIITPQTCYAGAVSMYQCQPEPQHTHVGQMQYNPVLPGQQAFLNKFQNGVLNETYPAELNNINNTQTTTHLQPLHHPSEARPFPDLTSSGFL
# AGP1-GFP MLPCN – alters AGP1-GFP fluorescence in TOR pathway yeast screen; S. cerevisiae AGP1-GFP multiplex flow cytometry, 3 h; GFP as percent of DMSO wells; GFP response vs DMSO, % at 10 µM; 320,000 compounds, 0.02% hits;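 active = GFP response relative to DMSO above a set limit, near screen average plus 3 SD, cut at about 150% in these data; inconclusive = fewer than 70 cells counted for the yeast strain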;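 also: median GFP channel fluorescence of the gated AGP1 strain per well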
# MEP2-GFP yeast – alters MEP2-GFP fluorescence in TOR pathway yeast screen | GFP response vs DMSO, % at 10 µM | 330,000 compounds, 0.51% hits | S. cerevisiae MEP2-GFP strain, flow cytometry GFP, 3 h; 100% = DMSO control level | AID 2016;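 active = GFP response versus DMSO above a set limit, roughly screen mean plus 3 SD, cut at about 180% in these data; inconclusive = fewer than 70 cells counted for a yeast strain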;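 also: median GFP fluorescence of the barcode-gated MEP2-GFP cells per well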
# proCasp7 act – activates human procaspase-7, counter-screen for procaspase-3 activators. 330,000 compounds, 0.093% hits. recombinant procaspase-7, Ac-DEVD-pNA absorbance 405 nm; D23A/D198A/D206A triple mutant, cannot self-cleave; scale: DMSO 0, 5 µM enzyme 100. activation, % at 8.5 µM;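 active = percent activation above the screen-wide mean plus 3 SD, cut at about 25% in these data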
#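 Test system: Procaspase-7 triple mutant (PC-7 D3A). Also added: Ac-DEVD-pNA substrate, 400 µM as added. Schedule: 1 h enzyme–compound preincubation and 2 h substrate reaction, both 25 °C. Signal: p-Nitroaniline absorbance at 405 nm, read at 0 and 120 min. Control set: low DMSO alone, high DMSO plus 5 µM PC-7.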
# proCasp3 act – activates human procaspase-3 | P42574 | recombinant procaspase-3 D3A, Ac-DEVD-pNA absorbance 405 nm | activation, % at 8.5 µM | 330,000 compounds, 0.11% hits;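 active = activation above the mean of all tested compounds plus 3 SD, cut at about 21% in these data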;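 also: 0% = DMSO alone and 100% = DMSO wells spiked with extra 5 µM PC-3 D3A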
#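 Assay system: Procaspase-3 D3A mutant, all three cleavage aspartates alanine. Buffer or medium: Zinc-free HEPES saline buffer with Triton X-100. Times: 1 h compound preincubation, 2 h substrate hydrolysis at 25 °C. Measured by: 405 nm absorbance of p-nitroaniline, reads at 0 and 120 min. Read-out basis: percent activation relative to control range. Replicates: singlicate.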
# RPL19A TOR yeast – modulators of TOR pathway RPL19A-GFP in S. cerevisiae. S. cerevisiae RPL19A-GFP strain, flow cytometry, 3 h; hits give low values. AID 2025. 330,000 compounds, 0.3% hits. percent response vs DMSO, % at 10 µM;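 active = percent response vs DMSO below 50%; inconclusive = fewer than 70 events counted for the yeast strain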;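 also: median channel GFP fluorescence of the barcoded RPL19A-GFP strain; ratio of sample median GFP to plate DMSO average so 100% = DMSO; lower means less RPL19A-GFP as with rapamycin TOR inhibition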
# LAP4 TOR yeast – alters LAP4-GFP fluorescence in TOR pathway yeast screen | GFP response vs DMSO, % at 10 µM | S. cerevisiae LAP4-GFP multiplex, flow cytometry GFP, 3 h; median GFP as percent of DMSO wells | 320,000 compounds, 0.34% hits | AID 2023;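 active = GFP response vs DMSO above a set limit, about the screen mean plus 3 SD, cut at about 150% in these data; inconclusive = under 70 cell events counted for the yeast strain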
# An asterisk follows results filed as active; ? = inconclusive; nt = no result given; [ ] = dose if it differs, or a comment. Compounds as they come; overall some 3.5% were active at least once.
SMILES,CIT2 TOR yeast,AHR act,AGP1-GFP MLPCN,MEP2-GFP yeast,proCasp7 act,proCasp3 act,RPL19A TOR yeast,LAP4 TOR yeast
Fc1ccc(-n2cc(CNCCc3ccncc3)c(-c3ccccc3Cl)n2)cc1,102,4,99,104,-7,2,103,99
Cc1ccc(-n2nc3c(=O)n(CC(=O)NC4CCCCC4)nc(C)c3c2C)cc1,107,-1,109,100,1,-5,100,106
Cc1ccc(C(=O)NNC(=O)CSc2nnc3c(n2)[nH]c2ccc(F)cc23)cc1,105,1,109,100,5,-6,100,109
O=C1NC(=Nc2ccccc2Cl)SC1(CO)CO,106,nt,101,108,nt,nt,100,92
CNC(=O)c1c(NC(=O)c2ccc(S(=O)(=O)N3CCCc4ccccc43)cc2)sc2c1CCN(C)C2,108,4,107,101,-19,-12,100,104
COC(=O)c1cccc(S(=O)(=O)N2CCC(n3nnc4cc(F)ccc43)CC2)c1,98,2,98,100,-4,0,103,100
CCOC(=O)C(NC(=O)c1ccccc1)=C(C)C,101,1,101,101,12,-1,96,98
CCCCc1ccc(S(=O)(=O)N2CCC3(CC2)OCCO3)cc1,86,0,92,98,5,-1,97,99
FC(F)(F)c1cccc(-c2ccc(/C=N/Nc3nncc(-c4ccccc4)n3)o2)c1,98,4,89,95,-1,1,103,89
CCNC(=O)C/C(C)=N/NC(=O)C1CCCCC1,86,3,94,89,2,1,98,97
CCOC(=O)CN1C(=O)S/C(=C\c2ccc(-c3ccc(C(=O)O)c(Cl)c3)o2)C1=O,94,1,90,112,-4,-12,104,96
Cc1ccc2oc(C(=O)N3CCN(CC(=O)NC(C)C)CC3)c(C)c2c1,116,1,98,129,7,-5,102,103
CCN(C(=O)CSc1nnc(CNc2cccc(OC)c2)n1C1CCCCC1)C1CCS(=O)(=O)C1 (stereo not drawn),117,2,97,106,-2,0,107,87
COC(=O)C(Cc1ccc(O)cc1)NC(=O)CCNC(=O)c1ccco1 (stereo not drawn),104,-3,97,102,-2,-3,99,89
COc1ccc(OCc2nnc(SCC(=O)Nc3ccccc3C#N)o2)cc1,100,1,100,100,6,1,101,95
O=C(Cn1nc(-c2ccccc2)c2ccccc2c1=O)NCCN1CCOCC1,?,0,?,734*[may fluoresce violet],11,-3,42*[may fluoresce violet],94[may fluoresce violet]
Cn1c(=O)c2[nH]cnc2n(-c2ccccc2)c1=O,102,5,nt,101,2,-2,100,103
CC(C)c1ccc(NC(=O)C(c2ccccc2)N(C)C(=O)c2cnccn2)cc1 (stereo not drawn),101,0,109,99,3,2,101,108
O=C(Cc1cccs1)NCc1ccc(F)cc1,103,1,103,99,8,-11,98,99
CCc1cccc(NC(=O)c2ccc(NS(=O)(=O)c3c(C)noc3C)cc2)c1,110,13,109,102,-8,-5,109,100
CN(C)/C=N/c1c(C#N)cnn1-c1nc2ccccc2s1,92,36,83,95,6,0,90,84
CC(=O)N1CC23C=CC(CC2CC12CCCCCC2)O3 (stereo not drawn),103,-3,104,99,4,9,102,96
OCC[n+]1ccc(/C=C/c2c[nH]c3ccccc23)cc1,128,23,102,122,-12,2,106,103
O=c1c2nnn(-c3cccc(F)c3)c2ncn1Cc1ccccn1,100,0,105,100,3,-2,97,102
CC(C)/C=C/CN1CCC(Oc2ccc(C(=O)N3CCCC3)cc2)CC1,100,-1,98,94,-2,-2,98,102
# Additional structures:
SMILES,CIT2 TOR yeast,AHR act,AGP1-GFP MLPCN,MEP2-GFP yeast,proCasp7 act,proCasp3 act,RPL19A TOR yeast,LAP4 TOR yeast
O=C(NCc1ccc(Cl)s1)C1CCC(=O)N(CCc2cccc(F)c2)C1 (stereo not drawn),104,2,108,105,0,5,99,104
COc1ccc(C(=O)NCc2cc(C)nc3ccccc23)cc1,103,4,108,100,10,8,112,100
COc1ccc(CNC(=O)COC(=O)c2ccc(S(=O)(=O)N3CCOCC3)cc2)cc1,108,-1,101,101,4,8,99,94
O=C(Nc1ccccc1)C1(c2ccccc2)CC1(Cl)Cl (stereo not drawn),92,1,101,95,8,-1,101,100
COC(=O)c1ccc(OCC(O)CN2C(=O)c3ccccc3C2=O)cc1 (stereo not drawn),99,-1,97,100,4,-2,102,91
COC(=O)c1sc2nc(C)nc(SCC(=O)N3CCC(C(=O)O)CC3)c2c1C,102,0,92,101,2,12,104,91
C=CCN1CC(C)/C(=N\O)CC1C (stereo not drawn),96,2,101,93,3,7,99,110
COc1ccc(C(=O)O)cc1S(=O)(=O)NCc1ccncc1,102,0,114,109,10,4,109,124
Cc1ccc2[nH]c(=O)c3cc(C(=O)N(C)c4ccccc4C)sc3c2c1,93,24,97,101,-4,7,97,102
CCOc1c(Br)cc(C2NC(=O)CCC2[N+](=O)[O-])cc1OC (stereo not drawn),97,0,101,107,4,-9,108,94
Fc1ccccc1CNC(=S)NC1CCCCC1,88,nt,96,105,nt,nt,113,78
CCc1ccc(OCC(=O)Nc2nnc(C3CCCC3)s2)cc1,95,1,98,99,6,1,98,105
C=CCNC(=O)N1CCC(CO)(Cc2ccc(Cl)cc2)CC1,104,-5,97,103,0,-2,106,87
O=C(NNC(=S)Nc1ccc(Cl)cc1)c1cccs1,97,3,95,96,-9,-2,97,102
COCCNC(=O)CSc1nc2ccccc2c(=O)n1CCC(=O)N1CCN(c2ccccc2)CC1,103,-2,109,101,2,10,100,99
O=C(Cn1c2c(c(-c3ccccc3)cc1=O)CCCC2)N1CCCCCC1,129,2,109,101,7,-4,101,100
COC(=O)CSc1nc2c(c(=O)n(C)c(=O)n2C)n1CCCc1ccccc1,97,-1,93,96,-1,-1,96,90
CCCc1nc2c([nH]1)c(=O)n(C)c(=O)n2C,103,5,108,104,9,9,100,nt
Cc1cc(NC(=O)CN2C(=O)NC(C)(c3ccccc3Cl)C2=O)no1 (stereo not drawn),108,-1,115,111,11,14,103,127
Nc1nc(CN2CCN(c3ccccc3F)CC2)nc(N2CCCc3ccccc32)n1,103,2,101,106,-3,0,105,94
COc1ccc(Cl)cc1NC(=S)NCCc1ccc(F)cc1,104,nt,85,119,nt,nt,121,71
O=C(NNc1cc(Cl)ccc1Cl)C1CCC1,nt,1,nt,96,-4,2,98,nt
CC1CC(C)CN(CCCNC(=O)c2cn(C)c3ccc(S(=O)(=O)N4CCCC4)cc3c2=O)C1 (stereo not drawn),106,-2,104,102,1,8,99,99
Cc1ccc(C)c(CN2C(=O)C3CCCN3c3ccc(C#N)cc32)c1 (stereo not drawn),108,1,107,112,-12,-1,104,120
CC/C(=N\NC(=S)NC(C)C)c1ccc(OC(F)F)cc1,102,2,99,110,-4,1,90,125
# (cont.)
SMILES,CIT2 TOR yeast,AHR act,AGP1-GFP MLPCN,MEP2-GFP yeast,proCasp7 act,proCasp3 act,RPL19A TOR yeast,LAP4 TOR yeast
CC(C)CCNC(=O)C(C)N(C(=O)Cn1nnc(-c2ccc(F)cc2)n1)C1CCCC1 (stereo not drawn),99,-2,97,95,-1,6,98,99
CCc1ccc(NC(=O)CCS(=O)(=O)c2ccc(Br)cc2)cc1,94,3,92,97,6,-3,96,88
CN(C(=O)Cn1nnc(-c2cccnc2)n1)C1CCCCC1,107,3,105,108,-1,5,111,96
CCOC(=O)N1CCN(S(=O)(=O)c2ccc(C(=O)N(CCN(CC)CC)c3nc4ccc(C)cc4s3)cc2)CC1,100,6,100,80,-6,1,88,95
Cn1nc(C(F)(F)F)c2cc(C(=O)Nc3ccc(F)c(Cl)c3)sc21,87,-7,96,96,3,-1,100,100
O=C(Nc1ccncc1)Nc1ccccn1,100,9,97,102,5,-5,93,101
Cc1c(C(=O)NC(Cc2ccccc2)c2nc3ccccc3[nH]2)cccc1[N+](=O)[O-] (stereo not drawn),110,11,114,111,-4,2,111,104
CCc1ccc2oc(C(=O)NCC(c3ccc(OC)cc3)N3CCCCC3)c(C)c2c1 (stereo not drawn),99,-3,102,102,-6,-4,97,99
Cc1cc([N+](=O)[O-])cc(C)c1OCC(=O)N/N=C/c1ccc(OC(=O)c2ccccc2)cc1,104,0,101,105,14,-7,102,95
Cc1nc2sc(C(c3ccccc3)N3CCOCC3)c(O)n2n1 (stereo not drawn),96,2,96,95,5,12,96,92
O=C(N/N=C/c1ccccn1)c1cc(-c2cccc3ccccc23)n[nH]1,101,70*,99,102,-2,-1,102,95

# Gathered by group: the compounds so far containing fluorine
SMILES,CIT2 TOR yeast,AHR act,AGP1-GFP MLPCN,MEP2-GFP yeast,proCasp7 act,proCasp3 act,RPL19A TOR yeast,LAP4 TOR yeast
Fc1ccc(-n2cc(CNCCc3ccncc3)c(-c3ccccc3Cl)n2)cc1,102,4,99,104,-7,2,103,99
Cc1ccc(C(=O)NNC(=O)CSc2nnc3c(n2)[nH]c2ccc(F)cc23)cc1,105,1,109,100,5,-6,100,109
COC(=O)c1cccc(S(=O)(=O)N2CCC(n3nnc4cc(F)ccc43)CC2)c1,98,2,98,100,-4,0,103,100
FC(F)(F)c1cccc(-c2ccc(/C=N/Nc3nncc(-c4ccccc4)n3)o2)c1,98,4,89,95,-1,1,103,89
O=C(Cc1cccs1)NCc1ccc(F)cc1,103,1,103,99,8,-11,98,99
O=c1c2nnn(-c3cccc(F)c3)c2ncn1Cc1ccccn1,100,0,105,100,3,-2,97,102
O=C(NCc1ccc(Cl)s1)C1CCC(=O)N(CCc2cccc(F)c2)C1 (stereo not drawn),104,2,108,105,0,5,99,104
Fc1ccccc1CNC(=S)NC1CCCCC1,88,nt,96,105,nt,nt,113,78
Nc1nc(CN2CCN(c3ccccc3F)CC2)nc(N2CCCc3ccccc32)n1,103,2,101,106,-3,0,105,94
COc1ccc(Cl)cc1NC(=S)NCCc1ccc(F)cc1,104,nt,85,119,nt,nt,121,71
CC/C(=N\NC(=S)NC(C)C)c1ccc(OC(F)F)cc1,102,2,99,110,-4,1,90,125
CC(C)CCNC(=O)C(C)N(C(=O)Cn1nnc(-c2ccc(F)cc2)n1)C1CCCC1 (stereo not drawn),99,-2,97,95,-1,6,98,99
Cn1nc(C(F)(F)F)c2cc(C(=O)Nc3ccc(F)c(Cl)c3)sc21,87,-7,96,96,3,-1,100,100
